High-throughput results (PubChem)
DNMT1 inh: human DNMT1 methyltransferase inhibitors, primary screen, biochemical, molecular beacon, fluorescence, HinP1I cleavage, uHTS. DNA (cytosine-5)-methyltransferase 1 (Homo sapiens), P26358. inhibition (reported as % activation of signal), % at 10 µM. actives 0.83% (n = 360,000); in the data active = inhibition above about 50%
NadD block: inhibitors of S. aureus NadD, primary screen, biochemical, colorimetric, uHTS; inhibition, % at 20 µM; actives 0.78% (n = 360,000); Nicotinate-nucleotide adenylyltransferase NadD (Staphylococcus aureus N315); purified NadD enzyme, colorimetric absorbance read-out; in the data active = inhibition above about 26%; also: some compounds past the cut are filed as inactive
SKN-1 inh: suppressors of acrylamide-induced Pgst-4::GFP reporter in worms, primary screen, SKN-1 inhibitor project, whole organism, uHTS, GFP/RFP fluorescence ratio, strain VP596. C. elegans VP596 Pgst-4::GFP/RFP ratio, 24 h. inhibition, % at 21.8 µM. actives 0.49% (n = 360,000). AID 624304, 2012;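 active = interference check ratio from 0.5 to 1.5 plus GFP to RFP signal ratio inhibition reaching or exceeding a fixed threshold, cut at about 30% in these data, passing the limit was not always enough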; also: some compounds called inactive have numbers as strong as hits
STEP inh: STEP phosphatase inhibitors, primary screen, biochemical, fluorescence intensity, uHTS; Tyrosine-protein phosphatase non-receptor type 5 (Homo sapiens), P54829; recombinant STEP, OMFP fluorogenic substrate; inhibition, % at 20 µM; actives 0.25% (n = 360,000); AID 588621, 2011;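 active = inhibition at 20 µM, scaled per plate between control wells, above about 37%, limit read from the data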;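 also: 0% = DMSO with enzyme and substrate and 100% = substrate only without enzyme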
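Measure: Control-normalized % inhibition with plate pattern correction | Test system: STEP phosphatase, cell-free reaction | Medium: pH 6.0 Bis-Tris with DTT and Tween 20 | Technique: Fluorescence, 480/540 nm | Times: Reaction 20 min, ambient temperature | Doses: Single compound dose of 20 µM, 1% DMSO final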
CendR NRP1 mod: modulators of CendR peptide binding to NRP-1, primary screen, biochemical, fluorescence polarization, uHTS; Neuropilin-1 (Homo sapiens), O14786; FAM-RPARPAR peptide binding to NRP-1; inhibition, % at 25 µM; actives 0.85% (n = 360,000);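 active = inhibition or corrected inhibition above about 18%, plus a signal ratio from 0.5 to 1.5, limit read from the data, passing the limit was not always enough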; also: strong numbers were not always called active
SUMO1 PPI mod: modulators of SUMO1 protein-protein interactions, primary screen, biochemical, uHTS. Small ubiquitin-related modifier 1 (Homo sapiens), P63165. actives 0.33% (n = 360,000). inhibition, % at 20 µM. SUMO1 binding to a labelled peptide, TR-FRET, 1 h; in the data active = inhibition above about 37%
Target sequence (P63165 whole entry, looked up): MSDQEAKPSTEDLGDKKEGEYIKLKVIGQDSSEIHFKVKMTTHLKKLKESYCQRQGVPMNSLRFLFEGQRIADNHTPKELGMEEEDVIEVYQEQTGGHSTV
MT1-MMP act inh: blockers of MT1-MMP proenzyme processing, primary screen, HT1080 RFP-PRO-GFP cells, GFP/RFP fluorescence; AID 651647, 2012; Matrix metalloproteinase-14 (Homo sapiens), P50281; GFP/RFP ratio fluorescence, overnight; percent of plate control window, DMSO zero; actives 0.061% (n = 360,000); GFP/RFP ratio change, % at 20 µM;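 active = GFP/RFP ratio change of at least 30% with cell ATP level not reduced by more than half and red fluorescence within 50% of control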; also: strong numbers were not always called active
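Compound: 20 µM single dose, 1% DMSO / System: HT1080 RFP-PRO-GFP cells / Controls: DMSO and RFP-L50D-GFP cell wells / Read-out basis: GFP/RFP fluorescence ratio / Schedule: overnight compound exposure at 37 °C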
LMPTP inh: LMPTP phosphatase inhibitors, primary screen, biochemical, fluorescence intensity, uHTS | Low molecular weight phosphotyrosine protein phosphatase (Homo sapiens), P24666 | recombinant LMPTP-A, OMFP fluorogenic substrate | inhibition, % at 20 µM | actives 0.22% (n = 360,000) | AID 651560, 2012;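 active = compounds that cut the enzyme signal by at least half of the control window in the single-dose screen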;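 also: plate controls were DMSO wells with enzyme plus substrate for no effect and substrate without enzyme for full effect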
Target sequence (P24666 whole entry, looked up): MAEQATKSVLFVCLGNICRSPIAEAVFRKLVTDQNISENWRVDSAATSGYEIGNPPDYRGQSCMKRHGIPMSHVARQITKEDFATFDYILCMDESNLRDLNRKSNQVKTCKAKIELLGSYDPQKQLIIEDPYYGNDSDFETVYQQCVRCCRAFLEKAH
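test system = LMPTP-A | amount = 0.625 nM LMPTP-A final | reagent = fluorogenic phosphatase substrate OMFP at 400 µM final | incubation = 50 min at room temperature | benchmarks = no-enzyme low control, uninhibited high control | medium = Bis-Tris pH 6.0, DTT, detergent | signal = fluorescence intensity of OMFP turnover product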
Scp1 inh: Scp-1 phosphatase inhibitors, primary screen, biochemical, colorimetric, uHTS | Carboxy-terminal domain RNA polymerase II polypeptide A small phosphatase 1 (Homo … | Recombinant Scp1, phosphopeptide, malachite green phosphate absorbance | inhibition, % at 20 µM | actives 0.88% (n = 340,000) | AID 493091, 2011;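 active = inhibition above about 50% at 20 µM, limit read from the data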;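 also: plate controls were DMSO wells with enzyme for no effect and wells lacking enzyme for full effect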
Target sequence (Q9GZU7 76-261 limits assumed): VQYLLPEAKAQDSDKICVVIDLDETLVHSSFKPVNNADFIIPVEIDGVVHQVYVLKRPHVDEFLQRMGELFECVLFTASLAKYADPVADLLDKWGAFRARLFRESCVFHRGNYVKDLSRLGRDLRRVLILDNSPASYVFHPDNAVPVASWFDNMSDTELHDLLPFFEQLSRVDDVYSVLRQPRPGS
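Times: enzyme reaction 45 min at room temperature, colour 5 min, stabilisation 30 min. Material: SCP-1 catalytic fragment, aa 76-261. Medium: Acidic Tris acetate buffer with magnesium and detergent. Signal: colorimetric free-phosphate detection, absorbance 630 nm. Read-out basis: % inhibition of SCP-1 phosphate liberation. Reagent: Phosphorylated 17-residue peptide substrate.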
Rpn11 block: Rpn11 (PSMD14) deubiquitinase inhibitors, primary screen, biochemical, fluorescence polarization, uHTS; human 26S proteasome, Ub4-pepOG fluorescence polarization; 20S core pre-blocked with epoxomicin; calls only at 20 µM; actives 0.59% (n = 360,000);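 active = inhibition at 20 µM, scaled to each plate's controls, above about 33%, limit read from the data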
Target sequence (O00487 whole entry, looked up): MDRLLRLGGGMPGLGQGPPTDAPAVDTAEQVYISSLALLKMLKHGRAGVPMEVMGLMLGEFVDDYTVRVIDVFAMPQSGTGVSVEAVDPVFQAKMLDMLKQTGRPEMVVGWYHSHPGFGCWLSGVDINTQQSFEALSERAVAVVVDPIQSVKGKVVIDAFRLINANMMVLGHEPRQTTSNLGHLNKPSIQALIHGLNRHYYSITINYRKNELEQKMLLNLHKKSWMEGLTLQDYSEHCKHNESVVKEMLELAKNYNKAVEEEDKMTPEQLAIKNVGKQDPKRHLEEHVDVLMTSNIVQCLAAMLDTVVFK
Starred values were filed as active, the others as inactive; i = inactive; . = not tested or not shown.

Fields – DNMT1 inh	NadD block	SKN-1 inh	STEP inh	CendR NRP1 mod	SUMO1 PPI mod	MT1-MMP act inh	LMPTP inh	Scp1 inh	Rpn11 block
Cc1ccc(-c2ccc([C@H]3[C@H]4C=CC[C@@H](C)[C@@H]4C(=O)N3Cc3ccccc3)c(F)c2)cc1
  5	-1	-5	2	-13	1	0	4.2	-6	i
CCCCC(=O)NC(c1ccc(OC)cc1)c1ccc2cccnc2c1O (configuration not stated)
  -2	5	15	3	-2	-1	11	4.9	.	i
CCOC(=O)/C(C(N)=NC(C)C)=C(\O)c1ccccc1
  2	2	-5	2	-7	2	4	-0.3	-5	i
CC1CCCCN1CCCNc1c(C=O)c(=O)[nH]c2ccccc12 (configuration not stated)
  -1	-3	7	-3	16	-15	-4	-6.4	-12	i
CC1CCCCN1S(=O)(=O)c1cccc2nonc12 (configuration not stated)
  0	-1	16	-2	2	-34	0	0.8	-4	i
N#Cc1c2ccc(O)cc2n2ccccc12
  -4	-7	5	-3	31*	-6	-62	0.2	-6	i
C=CCN(C(=O)CSc1nc2ccsc2c(=O)n1Cc1ccccn1)c1ccccc1
  -3	4	6	-1	-4	3	6	-0.3	-2	i
Cn1c(=O)n(C)c2cc([N+](=O)[O-])c(N3CCN(C(=O)C(C)(C)C)CC3)cc21
  -3	2	-9	0	20	-23	7	1.2	-3	i
COc1ccccc1N1CCN(C2CCCN(C(=O)CCN3CCCCO3)C2)CC1 (configuration not stated)
  0	-5	-5	1	6	-4	3	-1.2	-3	i
CCCCNC(=O)C(NC(=O)c1cnccn1)C(=O)c1ccccc1 (configuration not stated)
  .	.	6	.	17	-5	-2	-1.3	.	.
COCc1[nH][nH]c(=O)c1C=Nc1ccc(OC(F)(F)F)cc1
  -4	-1	-3	-2	3	-5	1	-0.7	-2	i
CCn1c(Cc2ccccc2)nnc1SCC(=O)Nc1ccccc1N1CCOCC1
  1	-3	-3	0	6	-3	5	-1.2	-6	i
COCOc1ccc(-c2ncc(OC)nc2NC(=O)c2ccsc2)cc1
  1	-4	1	-1	1	1	0	-1.8	.	i
COc1ccc2[nH]cc(C(=O)CN3CC(C)CC(C)C3)c2c1 (configuration not stated)
  1	-2	15	-1	-7	4	-2	2.2	-6	i
CC(=O)c1cccc(NS(=O)(=O)c2ccc(N/C=C\C(=O)c3ccc(F)cc3)cc2)c1
  -7	7	-6	3	10	-9	0	0.2	-6	i
O=C(NCC(=O)N1CCN(S(=O)(=O)c2ccccc2)CC1)c1ccc2ccccc2c1
  -9	-9	-4	2	8	-15	0	-0.4	-8	i
CCc1ccc2c(c1)NC(=O)C2(C)Cc1ccc(C(F)(F)F)o1 (configuration not stated)
  -3	-3	15	2	6	1	-1	2.3	.	i
C=CCNC(=O)CN1C(=O)c2cccc3cccc1c23
  2	0	7	-2	-3	-9	2	-0.6	-2	i
CCCc1ccc(OCCNC(=O)c2ccccc2Br)cc1
  -1	6	20	1	6	-3	2	1.4	-12	i
CCOC(=O)NC1c2ccccc2Oc2ccccc21
  2	-4	7	-2	-9	2	0	0.4	-2	i
O=C1Nc2ccccc2C12OCCCO2
  3	4	-8	2	-2	-2	2	-0.3	0	i
CCOC(=O)c1cnc2ccc(C)cc2c1Sc1ccccc1
  1	2	6	7	2	-10	1	3.1	-3	i
CCOC(=O)c1c(CN(CC)CC)n(C)c2cc(Br)c(O)cc12
  6	-9	9	-1	-7	-1	1	-24	-10	i
COc1ccc(N(C(=O)c2snc(C(N)=O)c2N)C(C(=O)NC2CCCC2)c2ccc3ncccc3c2)cc1 (configuration not stated)
  -6	13	10	-1	6	-11	2	2.6	2	i
Nc1c(Cl)ncnc1N/N=C/c1ccnc2ccccc12
  35	7	5	0	-1	-8	0	3.8	-10	i
CCOP(=O)(OCC)C(Cc1ccc(OC)c(OC)c1)N=C(c1ccccc1)c1ccccc1 (configuration not stated)
  -1	5	-1	4	10	11	-4	0.2	.	i
Cc1ccc(OCCCC(=O)NCc2ccco2)cc1
  10	-4	12	0	-2	-1	1	-0.9	-11	i
COc1ccc(CCNC(=O)c2nnc(Cc3c(F)cccc3Cl)o2)cc1OC
  1	-1	-19	2	2	1	5	-0.3	-6	i
O=C(Nc1cccc(Cl)c1N1CCOCC1)c1ccc2c(c1)OCCO2
  -1	-4	9	1	12	0	-3	1.9	-11	i
COc1cccc(NC(=S)/C(=C(\[O-])c2ccc(OC(F)F)cc2)[n+]2ccccc2)c1
  -14	6	-4	-2	-10	-3	3	1.4	-9	i
CC(C)N(C(C)C)S(=O)(=O)c1ccc(NC(=O)c2cnccn2)cc1
  -6	3	7	-3	1	-1	1	-2.1	-4	i
C=CCN=c1sc(C(=O)OC)cc(=O)n1CC=C
  -1	-3	-3	-2	-6	-5	2	-0.9	3	i
Cc1[nH]c(=O)[nH]c(=O)c1S(=O)(=O)N1CCC(C(=O)N2CCN(Cc3ccccc3)CC2)CC1
  0	-1	-24	0	3	6	2	-1.9	-10	i
CC(=O)n1nc(-c2ccccc2)cc1-c1ccccc1
  1	-3	17	-2	14	2	1	2.6	-7	i
c1ccc(COc2ccc(OCCN3CCCCC3)cc2)cc1
  4	0	15	-3	11	-1	7	-2.1	-40	i
Cc1ccc(NC(=O)CCc2c(C)nc3ncnn3c2C)nc1
  -1	0	7	2	5	0	1	-1.2	-6	i
CCN(CC)C(=O)c1csc(Nc2ccc(C)cc2)n1
  -2	9	-4	0	-3	0	3	0.0	-9	i
CCN(CC)S(=O)(=O)c1ccc(OC)c(NC(=O)Cc2cccs2)c1
  45	3	10	2	2	4	-2	32	87*	i
Cc1nc2ccc(C(=O)N3CCCC(CO)(Cc4ccc(F)cc4F)C3)cc2nc1C (configuration not stated)
  2	7	-3	-2	12	3	0	-1.9	0	i
O=C(c1ccc(Cl)c([N+](=O)[O-])c1)N(Cc1ccc(Cl)cc1)C1CCS(=O)(=O)C1 (configuration not stated)
  12	-2	9	1	14	-9	1	-1.8	-7	i

Some of these compounds in order of SMILES length, lowest first.
Fields – DNMT1 inh	NadD block	SKN-1 inh	STEP inh	CendR NRP1 mod	SUMO1 PPI mod	MT1-MMP act inh	LMPTP inh	Scp1 inh	Rpn11 block
Cc1ccc(OCCCC(=O)NCc2ccco2)cc1
  10	-4	12	0	-2	-1	1	-0.9	-11	i
C=CCN=c1sc(C(=O)OC)cc(=O)n1CC=C
  -1	-3	-3	-2	-6	-5	2	-0.9	3	i
Cc1ccc(NC(=O)CCc2c(C)nc3ncnn3c2C)nc1
  -1	0	7	2	5	0	1	-1.2	-6	i

(further entries)
Fields – DNMT1 inh	NadD block	SKN-1 inh	STEP inh	CendR NRP1 mod	SUMO1 PPI mod	MT1-MMP act inh	LMPTP inh	Scp1 inh	Rpn11 block
O=C(CNC(=S)N(Cc1ccccc1Cl)C1CCCC1)NCCCN1CCOCC1
  0	2	-3	-1	-14	3	1	-0.8	-2	i
CC(OC(=O)Nc1cccc(Cl)c1)C(=O)OC1CCCCC1 (configuration not stated)
  -3	-9	-3	-2	5	-2	1	-0.5	-13	i
COc1ccccc1C(=O)NNC(=S)NC(=O)c1sc2ccccc2c1Cl
  11	64*	20	2	11	4	-12	-1.4	-13	i
Cc1cc(N2CCOCC2)nc2ccc(NC(=O)CCC(=O)N3CCN(c4ccccc4F)CC3)cc12
  -4	3	22	0	-3	1	1	1.9	-7	i
O=C(NCc1ccccc1)c1ccc(=O)oc1
  3	-5	-5	5	6	-6	1	-1.1	-4	i
COC(=O)c1ccc2nc(-c3cccc(Cl)c3)c(Cc3cccc(F)c3)n2c1
  .	8	13	.	-18	-15	-11	2.1	.	.
O=C(Nc1ccccc1N1CCN(C(=O)c2ccccc2)CC1)c1cc2ccccc2o1
  -3	7	-10	4	2	1	-19	8.5	-7	i
Cc1ccc(S(=O)(=O)N2CCOCC2)cc1NC(=O)CN1C(=O)CN(C)C1=O
  2	-2	0	0	-6	0	3	-0.6	1	i
CCCCn1c(SCCN2CCCCC2)nc2c1c(=O)n(C)c(=O)n2C
  2	-1	8	2	-5	-2	-6	-0.7	.	i
COc1cccc(/C=N/NC(=O)CN2CC(c3ccccc3)CC2=O)c1O (configuration not stated)
  4	2	2	-2	-5	-1	1	-0.7	0	i
O=C(Cn1c(=O)oc2cc(S(=O)(=O)N3CCOCC3)ccc21)N1CCc2ccccc2C1
  1	6	12	-2	12	2	3	-1.4	-13	i
